Screening results from PubChem BioAssay.
ADAM17 inh = inhibits human ADAM17. P78536. recombinant ADAM17, EDANS/DABCYL FRET peptide cleavage. inhibition, % at 6.95 µM. 370,000 tested, 0.83% active. AID 720648;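 active = inhibition above the mean of compounds lying between control limits plus 3 SD, set per campaign, cut at about 8.5% in these data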;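 also: 0% = DMSO-only wells as the low control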
DAX1 inh-1 = inhibits human nuclear receptor DAX1. P51843. HEK293 Gal4-DAX1 luciferase reporter, luminescence. inhibition, % at 6.75 µM. 340,000 tested, 0.99% active. AID 504766;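 active = inhibition above the mean over all tested compounds plus 3 SD, cut at about 4.2% in these data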;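 also: 0% = DAX1-transfected cells with DMSO and 100% = empty-vector control cells with DMSO; inhibition shows as a rise in luminescence from relieved DAX1 repression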
MBD2 inh = MBD2-methylated oligo binding inhibition | 370,000 tested, 0.31% active | AID 686964 | TR-FRET, MBD2 binding to methylated oligonucleotide | inhibition, % at 4.4 µM | Q9UBB5; in the data active = inhibition above about 13%
DAX1 inh-2 = inhibitors of DAX1 repression of SF-1 activated StAR promoter; HEK293T StAR-luciferase reporter, SF-1/DAX-1 repression relief; inhibition, % at 6.8 µM; 370,000 tested, 1.1% active; AID 652010;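 active = inhibition above the mean over all tested compounds plus 3 SD, cut at about 3.6% in these data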;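 also: 0% = DAX-1 cells with DMSO and 100% = cells lacking DAX-1 with DMSO; higher inhibition means more luminescence from relief of DAX-1 repression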
hcDAF12 agonist = activates DAF-12 receptor from parasite H. contortus | activation, % at 6.8 µM | HEK293 hcDAF-12 lit1-tk-luc reporter, luminescence; 0% DMSO, 100% Δ7-dafachronic acid | 370,000 tested, 1.4% active;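 active = activation above the mean of all tested compounds plus 3 SD, cut at about 5.5% in these data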;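 also: 100% = response to 3 µM Δ7-dafachronic acid high control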
SMARCA2 activ = SMARCA2 function activation, primary screen | activation, % at 9.1 µM | 370,000 tested, 1% active | MG213 cells, MMTV-luciferase reporter, dexamethasone, overnight | AID 652017; in the data active = activation above about 7.8%;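 also: 0% = vehicle wells and 100% = reference activator wells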
hgDAF12 agonist = hgDAF-12 agonism, primary luciferase screen | HEK293 GAL4-hgDAF12 UAS-luciferase reporter, agonist luminescence; normalized to butyrate control | 370,000 tested, 1.8% active | activation, % at 6.8 µM | AID 687014;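 active = activation above a cutoff set at the mean of all screened compounds plus 3 SD, cut at about 10% in these data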;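 also: 0% = DMSO wells and 100% = sodium butyrate wells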
PLCg1 inh = PLC-gamma1 (human) inhibition, primary screen | purified PLC-gamma1, fluorogenic substrate, fluorescence | inhibition, % at 12.2 µM | 370,000 tested, 0.84% active; in the data active = inhibition above about 9.5%
Target sequence (P19174 whole entry, looked up): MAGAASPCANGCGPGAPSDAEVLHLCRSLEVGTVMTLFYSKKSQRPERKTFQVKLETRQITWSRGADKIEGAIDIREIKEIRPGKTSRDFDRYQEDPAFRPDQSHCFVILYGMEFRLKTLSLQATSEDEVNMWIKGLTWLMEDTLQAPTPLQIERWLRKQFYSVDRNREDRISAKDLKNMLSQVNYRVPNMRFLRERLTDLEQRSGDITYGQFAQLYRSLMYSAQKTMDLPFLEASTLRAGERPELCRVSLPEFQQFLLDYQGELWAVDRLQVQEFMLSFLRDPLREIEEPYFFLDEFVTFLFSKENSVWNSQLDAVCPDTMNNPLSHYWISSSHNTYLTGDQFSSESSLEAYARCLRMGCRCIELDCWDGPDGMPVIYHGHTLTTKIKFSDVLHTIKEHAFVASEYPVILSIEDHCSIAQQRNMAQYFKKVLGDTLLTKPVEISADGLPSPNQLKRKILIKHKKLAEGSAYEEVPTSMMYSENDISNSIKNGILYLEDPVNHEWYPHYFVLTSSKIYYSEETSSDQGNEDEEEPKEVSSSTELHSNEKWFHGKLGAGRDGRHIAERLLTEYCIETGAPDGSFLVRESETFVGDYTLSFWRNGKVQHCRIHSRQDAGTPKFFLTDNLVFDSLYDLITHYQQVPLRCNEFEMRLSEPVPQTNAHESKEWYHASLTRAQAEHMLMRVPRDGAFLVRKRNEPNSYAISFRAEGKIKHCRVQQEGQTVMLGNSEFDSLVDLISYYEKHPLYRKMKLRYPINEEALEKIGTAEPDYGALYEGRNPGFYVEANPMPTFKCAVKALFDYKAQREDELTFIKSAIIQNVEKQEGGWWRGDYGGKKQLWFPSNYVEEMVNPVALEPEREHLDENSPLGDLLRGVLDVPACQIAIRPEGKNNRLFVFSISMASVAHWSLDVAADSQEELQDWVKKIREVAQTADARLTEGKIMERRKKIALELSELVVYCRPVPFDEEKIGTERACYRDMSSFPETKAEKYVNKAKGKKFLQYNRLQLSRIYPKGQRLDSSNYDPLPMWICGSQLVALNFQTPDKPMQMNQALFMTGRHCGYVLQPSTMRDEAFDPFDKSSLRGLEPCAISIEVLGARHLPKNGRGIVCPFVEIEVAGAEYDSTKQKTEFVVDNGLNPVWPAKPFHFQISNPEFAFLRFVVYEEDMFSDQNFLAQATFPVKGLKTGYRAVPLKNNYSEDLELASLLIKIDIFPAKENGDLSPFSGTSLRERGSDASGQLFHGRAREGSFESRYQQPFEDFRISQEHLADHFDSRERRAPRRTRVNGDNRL
PLCb3 inh = PLC-beta3 (human) inhibition, primary screen; Purified PLC-beta3, fluorogenic substrate, fluorescence; inhibition, % at 12.2 µM; 370,000 tested, 0.18% active; in the data active = inhibition above about 11%;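 also: 0% = median of compound wells on plate and 100% = full blocker control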
NR1D1 modulator = modulators of human Rev-erb alpha DNA binding | activity, % at 10 µM | AID 1259318 | Rev-erbα–FITC-DNA binding, fluorescence polarization, 90 min | 370,000 tested, 0.79% active;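 active = activity above about 14%, limit read from the data; passing the limit was not always enough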;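 also: 0% = DMSO wells with 35 nM protein and 100% = DMSO wells with 750 nM protein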
ssDAF12 agonist = S. stercoralis DAF-12 activation, primary screen | HEK293 ssDAF-12/GRIP1 lit1-tk-luc reporter, luminescence; % of 3 µM dafachronic acid response | activation, % at 6.8 µM | 370,000 tested, 1% active | AID 652126;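 active = activation above the mean over all tested compounds plus 3 SD, cut at about 0.9% in these data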;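 also: 0% = DMSO-only wells and 100% = 3 µM delta7-dafachronic acid wells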
* hit, by the source's call; i = inactive; · = not tested or not shown; & = joins results of further samples; ! = a repeat was not active.

Each structure is followed by: ADAM17 inh, DAX1 inh-1, MBD2 inh, DAX1 inh-2, hcDAF12 agonist, SMARCA2 activ, hgDAF12 agonist, PLCg1 inh, PLCb3 inh, NR1D1 modulator, ssDAF12 agonist
O=C(NC1CCCCC1)C(C1CC1)n1c(=O)c(-c2cc3ccccc3[nH]2)nc2ccccc21 (stereo not drawn)
  -102, ·, -4, -0.8, 0.9, -6, 2.5, i, i, -5, 0.0
CC1CCC(=O)N(CCC#N)CC1 (stereo not drawn)
  -3, 0.2, 1, -0.1, 1.3, 1, -0.4, 0, -1, -8, -1.4
CCN(C(=O)c1cn(CC)c(=O)c2cc(OC)c(OC)cc12)c1ccccc1C
  -5, 0.1, 3, -0.9, -1.2, 0, -0.1, 2, 1, -6, -1.4
O=[N+]([O-])c1cc(S(=O)(=O)N2CCCC2)ccc1NN=C1CCCC1
  5, -0.1, 1, 0.5, -1.9, 5, 15*, 7, 7, 3, -0.9
N#C/C(=C\c1ccc(O)c(O)c1)C(=O)NCc1ccccc1
  -2, 0.4, -1, -0.2, -0.5, -1, -1.8, -14, -16, 4, -0.9
CN(C(=O)c1ccccc1)C1c2c(ccc3ccccc23)OCC1CO (stereo not drawn)
  0, 0.8, 5, -0.2, 0.0, -1, -0.2, 10*, 4, -2, -1.3
O=C(CCn1c(=O)c2cccn2c2ccc(F)cc21)NCc1cccc(F)c1
  -4, -0.1, -4, 0.1, -1.1, -1, 3.1, -2, -4, 2, -1.3
O=C(NCCc1ccccc1)O[C@H]1CC[C@@]23CCCN2C(=O)CCC[C@H]3C1
  -2, ·, 0, ·, -1.1, ·, -0.1, -1, 1, -5, -1.7
O=C(Nc1nccs1)c1cccc(NC(=O)C2CC2)c1
  -2, -0.3, 2, -0.4, -0.3, -1, 2.0, 4, 2, 0, -1.7
O=C(NC(=S)N1CCc2ccccc21)C1CCC1
  0, 0.0, 4, 0.0, 5.7*, 4, -3.5, 4, -4, 2, -0.6
Cc1cc(NS(=O)(=O)c2ccc(NC(=O)C(C(C)C)N3C(=O)c4ccccc4C3=O)cc2)nc(C)n1 (stereo not drawn)
  -2, 0.6, 2, 0.6, 0.4, 4, -2.8, -2, 1, 0, -1.5
Cc1ccc2cc(CCNC(=O)CCCc3ccccc3)c(=O)[nH]c2c1
  -5, -1.4, -2, -0.4, -1.9, 3, 0.9, 6, -4, -4, -1.2
COc1ccc(NC(=O)CCS(=O)(=O)c2ccc3c(c2)NC(=O)C(C)S3)cc1OC (stereo not drawn)
  -3, 0.2, 8, 0.6, 1.3, -2, 0.1, -2, -9, 3, -0.7
CC(=O)NC(CC(=O)NNC(=O)c1cc2ccccc2cc1O)c1ccccc1 (stereo not drawn)
  -12, 1.1, 0, 0.5, -1.2, -1, 3.5, -73, -110, 3, -1.3
CCC(C)[C@H]1CN=C(N)N1CCCc1cc(OC)c(OC)c(OC)c1 (stereo partly drawn)
  -3, -0.8, 1, 0.5, 0.8, -1, 1.4, -1, 1, -1, -1.5
O=C(COc1ccc2ccccc2c1)Nc1ccc(Br)cc1C(=O)O
  2, 2.0, -2, -0.8, -1.1, 0, -0.3, -5, -11, -2, -0.4
C/C(N)=C(/C#N)C(=O)CSc1nnc(-c2ccc(OC(F)F)cc2)o1
  -3&-1, 6.3*!, -4&-2, 4.8*, 6.8*!, 6&3, 20*, 2&-2, -2&0, 5&-7, 0.2&-0.2
COc1ccc(C(=O)N[C@H](C(=O)NCCCSc2ccccc2)C(C)C)cc1
  0, 7.8*, 0, -0.4, -2.1, 3, 2.2, 0, 1, 12, -1.3
COc1ccc(NC2CC(=O)N(c3cc([N+](=O)[O-])ccc3C)C2=O)cc1 (stereo not drawn)
  1, 0.0, -8, -0.6, -0.2, 5, 1.2, 3, 7, -1, -1.4
COc1ccc(NC(=O)CN(C)S(=O)(=O)c2cnc[nH]2)cc1OC
  -4, 0.9, 3, 0.0, -0.9, 2, 1.3, 0, -3, -4, -0.7
CCN(C[C@H]1N[C@@](Cc2ccccc2)(C(=O)OC)[C@H]2C(=O)N(C)C(=O)[C@@H]12)S(=O)(=O)c1ccc(OC(F)(F)F)cc1
  -5, -1.4, 2, -1.2, -0.8, -4, -2.8, 1, 2, 3, -1.0
Cc1noc(C)c1S(=O)(=O)N1CCC(C(=O)c2ccccc2)CC1
  -1, 1.1, 0, -0.3, -2.4, 2, -1.5, 4, -3, 3, -1.1
COc1nc(N2CCOCC2)nc(C)c1[N+](=O)[O-]
  2, -0.6, 0, -0.3, 0.3, 1, -0.9, 4, 6, 1, -0.9
Nc1nc(N)nc(-c2cccc(Cl)c2Cl)n1
  -5, 1.3, 2, 0.2, 1.6, 0, -0.2, -2, -6, -1, -1.1
Nc1nonc1-n1nnc(C(=O)N/N=C/c2cccc(Cl)c2)c1CSc1ccc(Cl)cc1
  -6, 0.9, 2, -0.4, -0.7, -4, -1.1, 0, 0, -7, 0.2
O=C(COC(=O)Cc1ccc(F)cc1)NC(=O)c1ccccc1
  -4, -0.7, 1, 3.0, 0.6, 1, 1.5, 0, -1, -5, -0.9
O=C(c1ccco1)N1CCN(c2nc(C3CC3)nc3c2nnn3Cc2ccccc2Cl)CC1
  11*, 0.4, 3, 0.3, 0.0, -1, -1.1, 6, 5, -3, -0.7
COCCCN(C(=O)c1cc(Cl)nc2ccccc12)c1c(N)n(Cc2ccccc2)c(=O)[nH]c1=O
  0, 0.6, -3, -1.8, 0.7, -1, -1.7, -1, -3, 2, -0.3
COc1ccc(C(=O)N=c2sc3ccccc3n2C)cc1OC
  -5, 3.8, 7, 2.3, -1.5, 4, 7.5, -39, -52, -9, -1.2
CCNc1ccc(C(=O)OCC)cc1NC(=O)c1cc(S(=O)(=O)N2CCOCC2)ccc1C
  -4, 0.9, 2, -0.2, -1.5, -2, 2.8, 0, -1, 2, -1.1
COc1ccc(NC(C)=O)cc1NC(C)C(=O)Nc1cc(C(F)(F)F)ccc1N1CCOCC1 (stereo not drawn)
  5, -0.8, -2, -0.1, -2.0, 0, -2.6, 0, 4, 1, -1.4
O=C(Cc1cn(Cc2ccccc2)c2ccccc12)Nc1ccc(Nc2cccnc2)cc1
  5, ·, 3, 0.2, 0.4, -4, 0.4, 4, -7, 11, -1.5
OCCN1CCN(Cc2ccc3ccccc3c2)CC1
  -1, 0.5, -1, 0.2, -0.1, 1, -1.3, -3, -4, -5, -1.9
O=C(c1ccncc1)N(Cc1ccco1)Cc1cc2ccccc2[nH]c1=O
  -11, 0.2, -6, -0.7, -0.6, 6, -1.1, -14, -19, 4, -2.1
COc1ccc(-n2c(C)cc(C(=O)CN3C(=O)c4ccccc4C3=O)c2C)cc1
  5, -1.2, -2, 0.3, -0.8, -2, 1.3, 5, 3, -4, -0.8
Nc1cc(C(=O)OCC(=O)c2ccc(CC(=O)N3CCOCC3)s2)ccc1Cl
  0, 1.0, 1, 1.8, 1.3, -2, -0.2, -1, -8, -18, -1.1
CCN1C(=O)C(O)(CC(=O)c2cc(C)ccc2C)c2ccccc21 (stereo not drawn)
  -3, 1.3, 1, 0.1, -0.9, -6, 1.6, -2, -1, 0, -1.0
COc1ccc(C(=O)NCC(=O)N2CCN(c3ccc(F)cc3)CC2)cc1
  -2, -1.6, -2, 0.2, -2.2, -4, -1.6, 1, -9, -5, -1.7
Cn1ccnc1Sc1ccccc1[N+](=O)[O-]
  -2, 0.7, -4, -0.5, 0.1, 0, 0.1, 3, 6, 3, -0.2
CC(C)n1[nH]c2ccccc2c1=O
  -10, ·, -1, -1.4, -0.6, 1, -5.3, -6, -8, -2, -1.1
Cc1[nH][nH]c(=O)c1C(c1ccc(-c2ccc(Cl)cc2)o1)c1c(C)[nH][nH]c1=O
  2, 1.1, -14, -1.0, -3.0, -2, -2.1, 2, 3, -7, -0.9
CCN(Cc1ccccc1)S(=O)(=O)c1ccc(S(=O)(=O)N(Cc2ccccn2)Cc2ccco2)cc1
  -4, 2.4, 3, 0.1, -1.4, -1, -0.8, -3, 0, 1, -0.8
CCOC(=O)Cn1nc(NC(=O)c2cc(OC)cc(OC)c2)cc1C
  1, 1.4, 1, -0.1, -2.7, 2, -3.8, 2, -3, -3, -1.5
NC(=O)C1(c2ccccc2)CCCN1C(=O)c1ccccc1Br (stereo not drawn)
  3, 1.0, -5, 0.0, 0.0, -1, 1.5, 2, 2, 4, -1.4
CC(=O)c1sc(N/N=C/c2cccc([N+](=O)[O-])c2)nc1C
  1, 0.3, 5, 0.2, -1.1, 4, 0.1, 0, 1, -10, -0.8
COc1ccc(NS(=O)(=O)c2cc(-c3nnnn3C)ccc2OC)cc1
  -4, 1.7, -2, -0.1, -0.6, -4, 0.0, -2, -2, -1, -1.0
Cc1ccc(NC(=O)Cn2cccc2)cc1C
  -3, -1.8, 0, -0.8, -3.1, -1, -1.2, 5, -2, 2, -1.4
Cc1ccc(NC(=O)c2ccc3c(SCC(=O)O)c4c(nc3c2)CCCC4)c(Br)c1
  -1, 0.3, -3, -1.1, -1.8, -1, 0.7, -2, -1, 12, -1.0
Oc1ccc(Nc2ncnc3ccccc23)cc1
  4, 0.5, -3, 0.7, 0.3, -2, -0.2, -2, -9, -1, -1.2
CCc1cc(=O)oc2c3c(cc(OCC(=O)NCCCOC)c12)OC(C)(C)CC3
  i, -1.4, 0, -0.8, -4.8, 1, -3.6, i, i, -4, -1.5
CC(=O)N1c2ccc(S(=O)(=O)NCCc3ccc(Cl)cc3)cc2CC1C (stereo not drawn)
  0, -0.3, 3, 0.0, 2.2, -4, -1.8, 6, -8, 0, -0.6
CN1/C(=C\C(=S)NC(=O)c2ccc([N+](=O)[O-])cc2)C(C)(C)c2ccccc21
  2, -1.9, 0, 0.1, -2.5, -3, 0.0, 2, 2, 20, -1.4
COc1ccc(/C=C2\SC(=S)N(NS(=O)(=O)c3ccc(C)cc3)C2=O)c(OC)c1
  -2, -0.6, -10, 0.1, -0.6, 0, 1.1, 2, -3, -8, -1.2
Cc1cccc(NC(=S)NC2CC3CCCC(C2)N3Cc2ccco2)c1 (stereo not drawn)
  3, 1.9, 1, 0.5, -1.6, 0, -1.0, 0, -1, -2, -1.5
CCNC(=S)N1CCN(c2ccccc2OCC)CC1
  6, -0.9, -2, -0.5, 2.1, -3, -0.5, 2, 2, 6, -0.6
C/C=C\C(=O)Nc1cccc(C2=NOC3(C2)C[C@@H](C(N)=O)N(C(=O)c2ccc(OC)cc2)C3)c1 (stereo partly drawn)
  -2, ·, 2, -0.5, -1.2, 1, -0.8, -2, 3, -1, -0.7
COc1ccc(N(CC(=O)Nc2nccs2)S(=O)(=O)c2c(C)[nH]c(=O)[nH]c2=O)cc1
  -2, 1.6, -5, 0.6, -0.4, -2, -3.2, 2, 0, -4, -0.9
COc1cc(/C=C2/SC(=S)N(CC(=O)O)C2=O)ccc1OC(=O)c1cccs1
  -6, 1.7, -3, 0.1, -1.6, -3, -2.8, -5, -15, 5, -1.0
Cc1ccc(NC(=O)Cn2c(CCC(=O)O)ccc2-c2ccc(Cl)cc2)cc1
  -17, 0.4, -2, 0.0, 1.4, -3, -0.8, -9, -24, 4, -0.7
